# RGS4 pot – RGS4 potentiators or activators, primary screen, cell-based, HEK293 M3R inducible RGS4, calcium flux | B-score at 10 µM | actives 0.92% (n = 310,000) | AID 463111, 2010 | carbachol calcium flux Fluo4; stronger effect = lower value;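 active = B-score of the integrated calcium signal more than 4 SD below the library mean, with starting fluorescence not abnormally high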;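 also: negative B-score means reduced calcium response which marks RGS4 activation or potentiation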
#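 Detection: kinetic calcium fluorescence imaging with Fluo4-AM dye, 2 µM / Material: HEK293 cells with stable M3R and inducible RGS4 / Schedule: recording 10 s baseline at 1 Hz, 100 s post-agonist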
# TMEM16A act – TMEM16A chloride channel activators or potentiators, primary screen, cell-based, HTS; AID 623877, 2012; actives 0.3% (n = 340,000); HEK293 TMEM16A/YFP-H148Q/I152L, iodide quench fluorescence; stronger effect = lower value; B-score at 10 µM; Anoctamin-1 (Mus musculus), Q8BHY3;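 active = fluorescence-ratio B-score plate-corrected deviation score at least 3 library SD below zero, with starting fluorescence score within 5 deviations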;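 also: channel opened by trigger with iodide after compound preincubation; score built on the fluorescence ratio of max minus min over baseline; more negative score means more quench and so TMEM16A activation or potentiation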
# TMEM16A inh – TMEM16A chloride channel inhibitors, primary screen, cell-based, HTS | Anoctamin-1 (Mus musculus), Q8BHY3 | HEK293 TMEM16A/YFP iodide influx fluorescence, ionomycin | normalized B-score (activity score, 25-100; higher = stronger inhibition) at 10 µM | actives 1.2% (n = 310,000) | AID 588511, 2011;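 active = ratio plate-corrected score three or more library SD toward inhibition, starting fluorescence score within five deviations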;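 also: score derived from kinetic fluorescence span divided by baseline fluorescence per well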
# SKKanGAS inh – S. pyogenes SKKanGAS growth inhibitors in kanamycin, primary screen, streptokinase expression inhibitor project, SKKanGAS strain, BacTiter-Glo luminescence. 6 h. inhibition, % at 7.5 µM. actives 1.3% (n = 300,000). AID 1662, 2009;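 active = mean replicate score, as percent of positive control median, at least 50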;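 also: strain carries kanamycin resistance gene driven by streptokinase promoter and grows in 40 µg/ml kanamycin; loss of luminescence reflects streptokinase promoter inhibition or plain growth inhibition; 0% = median of DMSO wells and 100% = positive control at its reference dose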
# MrgX1 agonist – agonists of human MrgX1 receptor, primary screen, HEK293 cells, Fluo-4 calcium flux | Mas-related G-protein coupled receptor member X1 (Homo sapiens), Q96LB2 | Fluo-4 calcium fluorescence, agonist mode; stronger effect = higher value | B-score at 10 µM | actives 0.44% (n = 310,000) | AID 588627, 2011;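 active = calcium response B-score plate-corrected fluorescence ratio at least 3 library SD, with starting fluorescence B-score inside 5 SD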
# Target sequence (Q96LB2 whole entry, looked up): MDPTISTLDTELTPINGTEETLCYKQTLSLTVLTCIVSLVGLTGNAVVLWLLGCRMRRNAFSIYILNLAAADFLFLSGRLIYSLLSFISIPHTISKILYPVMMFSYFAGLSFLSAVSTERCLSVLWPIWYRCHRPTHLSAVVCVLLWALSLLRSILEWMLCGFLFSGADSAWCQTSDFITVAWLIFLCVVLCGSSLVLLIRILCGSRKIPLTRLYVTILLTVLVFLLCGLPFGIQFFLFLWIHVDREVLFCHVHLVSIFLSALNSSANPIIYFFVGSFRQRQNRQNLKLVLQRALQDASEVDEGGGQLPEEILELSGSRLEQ
#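 Test system: Stable human MrgX1 HEK293 cell line | Schedule: Overnight plating before 1 h dye loading | Read-out basis: Baseline-normalised fluorescence change ratio, B-scored | Detection: Kinetic calcium dye fluorescence, Fluo-4 NW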
# MrgX1 antagonist – antagonists of human MrgX1 receptor, primary screen, HEK293 cells, Fluo-4 calcium flux; Mas-related G-protein coupled receptor member X1 (Homo sapiens), Q96LB2; BAM8-22 antagonism; stronger effect = lower value; B-score at 10 µM; actives 1.3% (n = 310,000); AID 588676, 2011;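 active = calcium-response B-score plate-corrected more than 3 library SD below zero, starting fluorescence within 5 deviations, no agonist response on first addition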;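 also: peak minus trough fluorescence over baseline after final BAM8-22 challenge near maximal dose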
# HDAC3 inhib – HDAC3 deacetylase inhibitors, primary screen, biochemical, fluorescence, cell-free homogeneous; recombinant HDAC3, fluorogenic peptide/trypsin coupled; Histone deacetylase 3 (Homo sapiens), O15379; inhibition, % at 8.3 µM; actives 0.15% (n = 320,000); in the data active = inhibition above about 26%, passing the limit was not always enough
# Target sequence (O15379 whole entry, looked up): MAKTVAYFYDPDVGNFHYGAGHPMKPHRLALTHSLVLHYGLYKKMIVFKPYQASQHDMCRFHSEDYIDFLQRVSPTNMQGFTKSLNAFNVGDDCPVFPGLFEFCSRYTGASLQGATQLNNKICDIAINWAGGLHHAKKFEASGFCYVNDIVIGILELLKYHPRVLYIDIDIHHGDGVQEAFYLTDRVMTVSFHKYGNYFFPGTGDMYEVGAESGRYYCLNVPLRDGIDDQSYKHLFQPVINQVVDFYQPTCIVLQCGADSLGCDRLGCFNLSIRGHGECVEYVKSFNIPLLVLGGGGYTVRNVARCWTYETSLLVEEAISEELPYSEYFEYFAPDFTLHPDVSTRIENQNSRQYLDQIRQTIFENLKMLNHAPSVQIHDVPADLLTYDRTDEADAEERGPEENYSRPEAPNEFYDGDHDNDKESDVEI
# TRPC6 act – mouse TRPC6 channel activators, primary screen, cell-based, HEK293, membrane potential dye. actives 0.13% (n = 310,000). AID 2550, 2010. HEK293-TRPC6 membrane potential dye fluorescence; stronger effect = higher value. B-score at 10 µM. Short transient receptor potential channel 6 (Mus musculus), Q61143;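 active = B-score of the integrated fluorescence ratio above library mean plus 3 SD, and starting fluorescence ratio within library mean plus 5 SD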;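 also: higher score means more depolarization so channel activation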
# MrgX1 PAM – positive allosteric modulators of MrgX1, primary screen, HEK293 cells, Fluo-4 calcium flux. Mas-related G-protein coupled receptor member X1 (Homo sapiens), Q96LB2. FDSS; stronger effect = higher value. B-score at 10 µM. actives 0.63% (n = 310,000). AID 588675, 2011;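 active = plate-corrected calcium response at least 3 library SD above typical, normal starting fluorescence, not activating the receptor alone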;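 also: compound read alongside a low EC10 to EC30 dose of BAM8-22 agonist; peak minus trough fluorescence over baseline measured at the second addition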
# RGS4 inh – RGS4 inhibitors, primary screen, cell-based, HEK293 M3R inducible RGS4, calcium flux; Regulator of G-protein signaling 4 (Homo sapiens), P49798; Fluo-4 calcium flux; stronger effect = higher value; triggered by carbachol at its EC20; B-score at 10 µM; actives 0.45% (n = 310,000);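 active = B-score, a plate-corrected calcium signal, over three deviations above library mean, with baseline fluorescence within five deviations of library mean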;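 also: RGS4 expression induced by doxycycline in cells with stable M3 receptor; B-score is computed from the integrated fluorescence ratio over baseline after carbachol; higher B-score means a larger calcium signal and so more RGS4 inhibition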
# Target sequence (P49798 whole entry, looked up): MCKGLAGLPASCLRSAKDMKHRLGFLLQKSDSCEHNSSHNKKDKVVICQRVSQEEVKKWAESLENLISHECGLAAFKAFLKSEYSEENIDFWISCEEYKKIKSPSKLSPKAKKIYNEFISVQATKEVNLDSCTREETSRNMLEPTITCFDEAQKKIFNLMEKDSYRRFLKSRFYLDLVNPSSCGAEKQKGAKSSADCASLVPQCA
# TRPC6 inh – mouse TRPC6 channel inhibitors, primary screen, cell-based, HEK293, membrane potential dye; Short transient receptor potential channel 6 (Mus musculus), Q61143; B-score at 10 µM; AID 2553, 2010; ACh-evoked depolarization; stronger effect = lower value; actives 1.1% (n = 310,000);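 active = B-score under library mean minus 3 SD, initial fluorescence not abnormally high, positive integrated signal ratio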;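 also: B-score derived from integrated fluorescence ratio over the kinetic read; more negative B-score means stronger inhibition of depolarization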
# An asterisk follows results filed as active; i = inactive; · = not tested or not shown.
SMILES,RGS4 pot,TMEM16A act,TMEM16A inh,SKKanGAS inh,MrgX1 agonist,MrgX1 antagonist,HDAC3 inhib,TRPC6 act,MrgX1 PAM,RGS4 inh,TRPC6 inh
CCC(=O)Nc1nc2ccccc2n1Cc1ccc(C)cc1,i,i,i,94*,i,i,1,i,i,i,i
COc1cnc(-c2ccccc2)nc1Oc1ccccc1C,i,i,i,7,i,i,1,i,i,i,i
CCOc1ccccc1C(=O)Nc1nccs1,i,i,i,-3,i,i,3,i,i,i,i
CC(C)C(c1nnnn1Cc1ccco1)N1CCN(c2cccc(Cl)c2)CC1 (centres undefined),i,i,i,-4,i,i,2,i,i,i,i
COc1ccccc1CNC(=O)c1cc(-c2ccccc2C)n(CC2CC(c3cccc([N+](=O)[O-])c3)=NO2)n1 (centres undefined),·,i,i,·,i,i,-5,·,i,·,·
COc1ccccc1N(CC(=O)N/N=C(\C)c1ccccc1O)S(=O)(=O)c1ccc(C)cc1,i,i,i,34,i,i,1,i,i,i,i
CCC1CCCCN1CCNC(=O)C1CCN(S(=O)(=O)c2cccc3nsnc23)CC1 (centres undefined),i,i,i,1,i,i,0,i,i,i,i
Cc1cccc(C)c1NC(=S)NN(Cc1ccccc1)c1ccccc1,i,·,i,17,i,i,3,i,i,i,i
CC(=O)c1ccc(NC(=O)C(C)NCc2ccccc2Cl)cc1 (centres undefined),i,i,i,0,i,-6.2*,-1,i,i,i,i
COc1cccc2c(=O)n(CC(=O)N3CCc4ccccc43)ccc12,i,i,i,1,i,i,3,i,i,i,i
O=C(CSc1ccc(Cl)cc1)Nc1cccc(-c2nc3ccccc3[nH]2)c1,i,i,i,-4,i,i,·,i,i,i,i
Cc1nn(C(C)(C)C)c(OC(=O)c2cccs2)c1Sc1ccccc1,i,i,i,6,i,i,9,i,i,i,i
O=C(CC(NC(=O)c1ccccc1)c1ccccc1)Nc1ccc(F)c(F)c1 (centres undefined),i,i,i,14,i,i,8,i,i,i,i
CCCCNC(=O)N(c1c(N)n(Cc2ccccc2)c(=O)[nH]c1=O)C1CCCC1,i,i,i,-4,i,i,-1,i,i,i,i
COc1cc(/C=C2/C(=O)NN(c3ccc(F)cc3)C2=O)cc(Cl)c1O,i,i,i,4,30*,i,6,i,i,6.2*,i
CCCCOC(=O)Nc1sc2c(c1C(=O)OC)CCC2,i,i,i,-3,i,i,4,i,i,i,i
O=C(CN1C(=O)c2ccccc2C1=O)Nc1ccccc1C(=O)NC1CCCCC1,i,i,i,-2,i,i,-3,i,i,i,i
Cc1cc(O)c(S(=O)(=O)c2ccccc2)c(C)c1NS(=O)(=O)c1ccccc1,i,i,i,-7,i,i,3,i,i,i,i
CCCCOc1ccc(C(=O)Nc2ccc(OCC(=O)N3CCOCC3)cc2)cc1,i,i,i,11,i,i,0,i,i,i,i
CCOC(=O)C1CCN(C(=O)c2cn(C)c(=O)c3cc(OC)c(OC)cc23)CC1,i,i,i,-2,i,i,0,i,i,i,i
Cc1cc(C)n(-c2nc(C(F)(F)F)nc3ccccc23)n1,i,i,i,-3,i,i,-6,i,i,i,i
COc1ccc2c(COC(=O)CCS(=O)(=O)c3ccccc3)cc(=O)oc2c1,i,i,i,-3,i,i,-35,i,i,i,i
O=C(O)c1cccc(NC(=S)N/N=C/c2c[nH]c3ccccc23)c1,i,i,i,-7,i,i,6,i,i,i,i
COC(=O)c1cncc(O)c1,i,i,i,-2,i,i,-4,i,i,i,i
FC(F)(F)c1cccc(-n2c(Cn3nnc4ccccc43)n[nH]c2=S)c1,i,i,i,0,i,i,1,i,i,i,i
Cc1cccc([C@@H]2[C@@H]3C(=O)N(Cc4ccccc4)C(=O)[C@@H]3[C@]3(C)C(=O)N(c4ccc(Br)cc4)C(=O)N23)c1,i,i,i,10,i,i,19,i,i,i,i
COc1ccc(CCNc2oc(-c3ccc(OC)c(OC)c3)nc2C#N)cc1,i,i,i,5,i,i,2,i,i,i,i
O=[N+]([O-])c1ccc(/C=N/NC2=NS(=O)(=O)c3ccccc32)cc1,i,i,i,-6,i,i,10,i,i,i,i
O=CNCCc1nc2ccccc2n1CCc1ccccc1,i,i,i,-8,i,i,1,i,i,i,i
Cc1nonc1C(=O)N/N=C/c1ccncc1,i,i,i,4,i,i,11,i,i,i,i
COc1ccc(CC(=O)NC2CCCc3ccccc32)cc1 (centres undefined),i,i,i,0,i,i,1,i,i,i,i
COc1cccc(C(=O)NC2CCCc3c2cnn3-c2cc(C)cc(C)c2)c1 (centres undefined),i,i,i,10,i,i,6,i,i,i,i
NC(=O)CSc1nnc2n(-c3ccccc3)c(=O)c3c4c(sc3n12)CCCCC4,i,i,i,3,i,i,-1,i,i,i,i
Cc1ccc2nc(C)c(C(=O)N/N=C/c3cccs3)cc2c1,i,i,i,0,i,i,-3,i,i,i,i
CC(=O)N1CCC(N(CCN2CCOCC2)C(=S)Nc2ccc(C)cc2C)CC1,i,i,i,-15,i,i,-2,i,i,i,i
NS(=O)(=O)c1ccc(CNC(=O)c2cnccn2)cc1,i,i,i,-10,i,i,-4,i,i,i,i
CCCCC1=CC2=CC(=O)C(C)(OC(=O)CC)C(=O)C2=CN1Cc1ccc(OC)cc1 (centres undefined),i,i,i,6,i,i,0,i,i,i,i
CCCCn1c(-c2c(Cl)c(C)nn2C)n[nH]c1=S,i,i,i,-2,i,i,9,i,i,i,i
CCc1noc(C)c1C(=O)N1CCN(S(=O)(=O)c2cccs2)CC1,i,i,i,-2,i,i,4,i,i,i,i
CC(=O)Nc1ccc(NC(=O)C(C)OC(=O)C2(c3ccc(Cl)cc3)CCCC2)cc1 (centres undefined),i,i,i,-4,i,i,6,i,i,i,i
CCOc1cccc(C2/C(=C(/O)c3ccc4c(c3)CC(C)O4)C(=O)C(=O)N2CCN2CCOCC2)c1 (centres undefined),i,i,i,3,i,i,8,i,i,i,i
c1ccc2c(c1)CCN(c1nc3cc4c(cc3s1)OCO4)C2,i,i,i,4,i,i,2,i,i,i,i
CCOC(=O)N1N=C(C)CC1(O)c1ccc(Cl)cc1 (centres undefined),i,i,i,-1,i,i,-1,i,i,i,i
Cc1ccc(-c2onc3ccc(Br)cc23)cc1,i,i,i,6,i,i,6,i,i,i,i
CCOC(=O)NNC(=S)Nc1c(C)n(C)n(-c2ccccc2)c1=O,i,i,i,3,i,i,3,i,i,i,i
O=C(Nc1ccc(Cl)cc1)N1CCC(c2nc(-c3ccccc3Cl)no2)CC1,i,i,i,35,i,i,-1,i,i,i,i
Cc1cc(C)c(NC(=S)NCC2CCN(C(C)c3ccccc3)C2)c(C)c1 (centres undefined),i,i,i,-3,i,i,2,i,i,i,i
NC(=O)c1ccc(N2CCN(c3ccccc3O)CC2)c([N+](=O)[O-])c1,i,i,i,1,i,i,0,i,i,i,i
O=C(CC1SC(=NCC2CCCO2)NC1=O)Nc1cc([N+](=O)[O-])ccc1Cl (centres undefined),i,i,i,-6,i,i,-6,i,i,i,i
CCNCc1ccc(OCc2cccs2)c(OCC)c1,-8.9*,i,i,-4,i,i,0,i,i,i,i
O=C(O)CCCNc1ccc(S(=O)(=O)N2CCCCC2)cc1,i,i,i,2,i,i,13,i,i,i,i
COC(=O)c1cccc(S(=O)(=O)N2CCC(n3nnc4cc(F)ccc43)CC2)c1,i,i,i,-2,i,i,9,i,i,i,i
Cc1cccc(-c2noc(CCC(=O)NCc3ccco3)n2)c1,i,i,i,-5,i,i,2,i,i,i,i
CN(C)C(=S)SCC(=O)Nc1ccc(Cl)cc1Cl,i,i,i,-15,i,i,3,i,i,i,i
Nc1ccc(S(=O)(=O)c2cccc(N)c2)cc1,i,i,i,3,i,i,-5,i,i,i,i
Cc1cc(C)cc(NC(=O)Nc2ccc3c(c2)N(C)C(=O)CS3)c1,i,i,i,16,i,i,-13,i,i,i,i
Nc1nc(SCC(=O)NCc2ccccc2Cl)[nH]c(=O)c1NC(=O)c1ccccc1F,i,i,i,-10,i,i,-4,i,i,i,i
Cc1ccc(NC(=O)c2cccc(NC3=NC4CS(=O)(=O)CC4S3)c2)cc1C (centres undefined),i,i,i,3,i,i,-4,i,i,i,i
Cc1ccc(C)c(NC(=O)c2sc(Cl)nc2-c2ccccc2)c1,i,i,i,-9,i,i,-6,i,i,i,i
Cc1nc(N2CCCCC2)sc1C(=O)c1ccc(Cl)c([N+](=O)[O-])c1,i,·,i,0,i,i,0,i,i,i,i
# The listing continues.
SMILES,RGS4 pot,TMEM16A act,TMEM16A inh,SKKanGAS inh,MrgX1 agonist,MrgX1 antagonist,HDAC3 inhib,TRPC6 act,MrgX1 PAM,RGS4 inh,TRPC6 inh
CCOC(=O)c1ccc(NC(=O)Cn2nc(C)c3ccccc3c2=O)cc1,i,i,i,-1,i,i,-5,i,i,i,i
CCc1nonc1NC(=O)c1oc2ccc(F)cc2c1C,i,i,i,-3,i,i,·,i,i,i,i
O=C(CCNc1cccc(Cl)c1)c1ccco1,i,i,i,-6,i,i,0,i,i,i,i
Cc1sc2nc[nH]c(=S)c2c1-c1ccccc1,i,i,i,7,i,i,-4,i,i,i,i
COc1cccc2cc(C(=O)Nc3cc(C)cc(C)c3)/c(=N/NS(=O)(=O)c3ccccc3)oc12,i,i,i,3,i,i,-1,i,i,i,i
O=C(COc1ccccc1)Nc1nn[nH]n1,i,i,i,-3,i,i,1,i,i,i,i
COc1ccc([C@@H]2COc3c(ccc4c3C=CC(C)(C)O4)C2)c(OC)c1,i,i,i,3,i,i,5,i,i,i,i

# Compound activity deposited in PubChem BioAssay by several laboratories.
